High-throughput results (PubChem)
PKA-R2B act – PKA-R2B complex activation. P22694+P31323. PKA-R2B holoenzyme dissociation, Cy5-IP20 fluorescence polarization; R2B truncated from residue 108, S112A mutant; 0% DMSO only, 100% 113 µM cGMP. activation, % at 11.4 µM. 340,000 compounds, 0.079% hits. AID 504700;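 active = activation above a cutoff set at the mean over all compounds plus 3 SD, cut at about 18% in these data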;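 note: higher means more holoenzyme dissociation and a rise in polarization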
HTR5A inv ctr – counter-screen for OPRM1-OPRD1 inverse agonists: human HTR5A inverse agonism | AID 504634 | 340,000 compounds, 0.083% hits | HTR5A cell line, luminescence | inhibition, % at 9.3 µM; in the data active = inhibition mostly above about 23%, no sharp cut-off; inactive = mostly below about 18%;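 note: 0% = cells with DMSO and 100% = no-cell wells with DMSO; some compounds called inactive have numbers as strong as hits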
PKA-R1A act – PKA-R1A complex activation. P00514+P68181. PKA-R1A dissociation, Cy5-IP20 fluorescence polarization; scaled: DMSO 0%, 113 µM cGMP 100%. activation, % at 11.4 µM. 340,000 compounds, 0.083% hits;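 active = percent activation above the mean of all tested compounds plus 3 SD, cut at about 19% in these data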;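 note: higher means more PKAc released from R1A so a rise in polarization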
HTR5A ag ctr – counter-screen for OPRM1-OPRD1 agonists: human HTR5A agonism; P47898; HTR5A agonist assay, luminescence, cell-based; activation, % at 9.3 µM; 340,000 compounds, 0.61% hits; in the data active = activation mostly above about 9.5%, no sharp cut-off; inactive = mostly below about 7.6%;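 note: 0% = cells with vehicle only and 100% = reference agonist; strong numbers were not always called active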
DAGLB inhibitor – blocks human DAGLB lipase activity; Q8NCG7; inhibition, % at 5.17 µM; AID 504411; HEK293T DAGLB membrane lysate, EnzChek fluorogenic substrate; 340,000 compounds, 0.059% hits; in the data active = inhibition above about 34%;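 note: 0% = enzyme with vehicle and 100% = wells lacking enzyme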
OPRM1-OPRD1 ag – agonists of human mu-delta opioid receptor heterodimerization. cells, OPRM1-OPRD1 heterodimerization, luminescence. activation, % at 9.3 µM. 340,000 compounds, 0.3% hits; in the data active = activation above about 18%;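 note: 0% = vehicle-treated cells and 100% = reference agonist; values of inactives mirror those of a sister screen read the other way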
MOR-DOR inv ag – inverse agonists of human mu-delta opioid receptor heterodimerization; P35372+P41143; cell-based MOR-DOR heterodimer luminescence, inverse agonism; inhibition, % at 9.3 µM; 340,000 compounds, 0.21% hits; AID 504357; in the data active = inhibition above about 22%, passing the limit was not always enough;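 note: 0% = cells with DMSO and 100% = wells without cells with DMSO; values of inactives mirror those of a sister screen read the other way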
DSG3 Ab inh – human desmoglein-3 autoantibody binding inhibition | 310,000 compounds, 0.48% hits | AID 588358 | DSG3-coupled beads, scFv-anti-DSG3-GFP binding, flow cytometry; stronger effect = lower value | binding (percent of control), % at 10 µM | P32926;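 active = binding more than 3 SD below its plate's average and above zero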;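 note: hits lower antibody fragment binding to DSG3; some compounds called inactive have numbers as strong as hits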
Target sequence (P32926 whole entry, looked up, the tested form may be a part): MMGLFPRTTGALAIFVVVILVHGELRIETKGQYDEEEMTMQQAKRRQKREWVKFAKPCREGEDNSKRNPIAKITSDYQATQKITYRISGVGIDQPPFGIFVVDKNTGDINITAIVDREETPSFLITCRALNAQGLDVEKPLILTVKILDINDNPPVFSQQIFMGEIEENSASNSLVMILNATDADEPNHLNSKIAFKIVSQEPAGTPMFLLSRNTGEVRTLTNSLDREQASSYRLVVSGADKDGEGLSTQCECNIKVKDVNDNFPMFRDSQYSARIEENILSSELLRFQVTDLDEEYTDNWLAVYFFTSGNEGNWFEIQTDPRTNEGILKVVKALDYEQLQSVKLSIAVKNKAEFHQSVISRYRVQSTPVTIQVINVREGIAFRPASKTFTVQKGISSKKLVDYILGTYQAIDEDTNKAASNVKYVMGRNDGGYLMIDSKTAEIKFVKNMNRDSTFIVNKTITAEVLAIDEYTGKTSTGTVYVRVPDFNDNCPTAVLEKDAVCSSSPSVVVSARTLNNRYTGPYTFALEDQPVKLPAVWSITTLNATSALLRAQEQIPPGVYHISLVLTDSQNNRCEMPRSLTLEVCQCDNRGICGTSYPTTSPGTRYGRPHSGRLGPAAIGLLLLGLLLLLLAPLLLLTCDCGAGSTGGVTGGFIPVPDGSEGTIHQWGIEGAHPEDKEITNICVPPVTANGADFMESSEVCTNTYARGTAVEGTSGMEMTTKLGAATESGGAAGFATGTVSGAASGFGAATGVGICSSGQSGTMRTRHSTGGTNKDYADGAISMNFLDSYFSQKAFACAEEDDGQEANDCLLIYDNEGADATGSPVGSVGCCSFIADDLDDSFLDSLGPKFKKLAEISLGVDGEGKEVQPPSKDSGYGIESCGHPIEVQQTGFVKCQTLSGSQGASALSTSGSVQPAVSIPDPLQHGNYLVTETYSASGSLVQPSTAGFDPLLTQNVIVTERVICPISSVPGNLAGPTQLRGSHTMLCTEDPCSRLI
Arr AP2 block – blocks beta-arrestin peptide binding to AP2 adaptin; FITC-arrestin peptide / GST-AP2 beads, flow cytometry; AP2 beta2 appendage carries R879A mutation; inhibition, % at 10 µM; 340,000 compounds, 0.31% hits;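 active = inhibition above a set limit, near 3 SD of compounds lacking own fluorescence, cut at about 54% in these data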;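 note: plate controls were DMSO wells for no effect and 5 µM unlabelled arrestin peptide for full effect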
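System: GST-AP2 R879A bound to glutathione beads, E. coli-expressed. Also added: 50 nM FITC-arrestin peptide. Schedule: compound with beads 12 min RT, then probe 1 h RT. Signal: bead flow cytometry, FITC channel. Read-out basis: percent response.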
V-ATPase pHluor – regulators of yeast V-ATPase proton transport. AID 504577. S. cerevisiae, pHLuorin cytosolic pH fluorescence. 350,000 compounds, 0.37% hits. response, % at 10 µM; in the data active = response mostly above about 7.3%, no sharp cut-off; inactive = mostly below about 5.4%; note: actives read high; inactives centre near 0; some compounds called inactive have numbers as strong as hits; reference of the scale not given here
* hit, by the source's call; · = not tested or not shown.

SMILES	PKA-R2B act	HTR5A inv ctr	PKA-R1A act	HTR5A ag ctr	DAGLB inhibitor	OPRM1-OPRD1 ag	MOR-DOR inv ag	DSG3 Ab inh	Arr AP2 block	V-ATPase pHluor
O=C(Nc1ccccc1)N1CCC(n2c(=O)[nH]c3ccccc32)CC1	-3	·	-26	·	1	·	·	97	3	0
COc1cccc(/C=N/NC(=O)c2ccc([N+](=O)[O-])cc2Cl)c1O	13	3	6	-2	9	6.1	-31	104	5	-2
Cc1ccc(CSCCC(=O)NCCC2=CCCCC2)cc1	-11	13	-7	-5	-7	-1.0	5	·	29	-4
CSCCC(NC(=O)COc1ccccc1)C(=O)N(C)Cc1cccc(F)c1 (stereo not drawn)	-7	-10	-3	4	0	-0.6	2	·	-8	2
COc1ccc(NC(=O)c2ccccc2OCc2ccc(F)cc2)c(OC)c1	-8	25	-1	0	-4	3.1	-20	·	-2	5
Cc1cc(C)c2nc(/N=C(\N)NC(=O)Nc3ccccc3)nc(C)c2c1	-6	-9	-3	-3	-3	-1.8	9	118	1	3
CCCCn1c(=O)nc2n(-c3ccccc3C)c3ccccc3cc-2c1=O	-2	-1	7	-3	-1	-3.0	15	78	6	1
C/C(=N\NC(=O)c1ccc(N(C)C)cc1)c1ccc(C)cc1C	-1	-9	-11	3	-5	-2.4	14	102	1	2
Cc1cc(C)c(Nc2ncnc(N)n2)c(C)c1	1	1	7	-3	-1	-3.3	16	106	5	-1
CCOc1ccc(N(CC(=O)Nc2ccccc2OC)S(C)(=O)=O)cc1	-2	-2	0	1	-4	-1.8	8	98	-18	-2
COn1c(SCc2ccc(Cl)cc2)nc2ccccc2c1=O	-4	-1	4	0	-9	1.9	-9	97	6	6
O=C(COC(=O)c1ccccc1)c1ccc(S(=O)(=O)N2CCCCC2)cc1	6	-10	4	-3	2	-7.0	46*	110	4	4
O=C(c1ccc(Br)o1)N1CCN(c2ccc3nnc(-c4ccccc4)n3n2)CC1	-8	-33	-13	12	-1	-1.4	7	101	8	2
Cc1ccc(C(=O)OCCN(C)Cc2ccccc2)cc1	6	6	7	-2	-14	2.7	-17	82	3	-1
O=C(O)c1cccc(N2C(=O)c3cccc(Oc4ccc(Cl)cc4)c3C2=O)c1	0	7	-1	-3	3	-1.4	9	87	-7	0
CC(Oc1ccc(F)cc1)C(=O)NN (stereo not drawn)	-4	-7	0	3	0	-0.5	3	100	1	2
COc1cccc(/C=N/NC(=O)c2ccncc2)c1OC(=O)c1ccc(Br)cc1	-11	-5	-4	2	2	0.0	0	103	-16	1
CCOC(=O)c1ccc(-n2ccnc2)c(NC(=O)c2cccc(Br)c2)c1	-5	-16	4	6	-1	-0.1	1	94	2	-1
CCCNC(=O)Nc1ccc(C)cc1C	-12	-17	5	5	-3	-2.3	12	88	-7	0
CC(=O)c1ccc(C(=O)NC2CCCN(Cc3ccc(Cl)cc3)C2)s1 (stereo not drawn)	-7	-17	5	6	2	-1.7	12	119	-2	5

Full records, looked up by structure. Order of values: PKA-R2B act, HTR5A inv ctr, PKA-R1A act, HTR5A ag ctr, DAGLB inhibitor, OPRM1-OPRD1 ag, MOR-DOR inv ag, DSG3 Ab inh, Arr AP2 block, V-ATPase pHluor
O=C(COC(=O)c1ccccc1)c1ccc(S(=O)(=O)N2CCCCC2)cc1 as listed: 6, -10, 4, -3, 2, -7.0, 46*, 110, 4, 4
CC(Oc1ccc(F)cc1)C(=O)NN (stereo not drawn) as listed: -4, -7, 0, 3, 0, -0.5, 3, 100, 1, 2
CCCNC(=O)Nc1ccc(C)cc1C as listed: -12, -17, 5, 5, -3, -2.3, 12, 88, -7, 0
Cc1ccc(C(=O)OCCN(C)Cc2ccccc2)cc1 as listed: 6, 6, 7, -2, -14, 2.7, -17, 82, 3, -1
O=C(c1ccc(Br)o1)N1CCN(c2ccc3nnc(-c4ccccc4)n3n2)CC1 as listed: -8, -33, -13, 12, -1, -1.4, 7, 101, 8, 2

Additional results.
SMILES	PKA-R2B act	HTR5A inv ctr	PKA-R1A act	HTR5A ag ctr	DAGLB inhibitor	OPRM1-OPRD1 ag	MOR-DOR inv ag	DSG3 Ab inh	Arr AP2 block	V-ATPase pHluor
CCOc1ccc(NC(=O)CC2C(=O)N(c3ccccc3)C(=O)N2CCc2cccs2)cc1 (stereo not drawn)	-1	0	-15	-2	-3	-2.5	13	84	22	1
O=C1Nc2ccccc2C12NCCc1c2[nH]c2ccccc12 (stereo not drawn)	-5	10	-3	0	3	0.0	0	98	13	8
CCOC(=O)c1c(-c2ccccc2)c(C(C)=O)c(=O)n(C)c1C	7	-10	-4	4	-3	-2.6	13	110	-1	-2
Cc1nn(C)c(C(=O)NNC(=S)Nc2ccc(Cl)cc2)c1[N+](=O)[O-]	-10	8	7	-1	4	-3.9	22	101	7	-7
CCC(=O)c1ccc(OCC(=O)N2CCc3cc(OC)c(OC)cc3C2)cc1	10	-17	-11	-2	1	2.0	-11	75	20	-3
CC1CCCC(NS(=O)(=O)c2cccc3nsnc23)C1C (stereo not drawn)	-2	13	-14	-6	-4	-2.6	13	101	-2	-2
CCc1ccc(C2C(C(=O)O)c3ccccc3C(=O)N2C)cc1 (stereo not drawn)	17	-19	-4	5	4	-1.4	7	124	-18	1
CN(C)c1ccc(C2OC(=O)C3(CCCC3)C(=O)C2(C)C)cc1 (stereo not drawn)	-18	-6	3	-5	1	0.9	-5	100	10	-3
Cc1ccc(-c2nc(CS(=O)CC(=O)NC3CC3)c(C)o2)cc1 (stereo not drawn)	0	7	-13	-2	-1	-3.0	15	99	0	0
N#CCCN(C(=O)COC(=O)COc1ccc(Cl)cc1)c1ccccc1	-3	3	-10	-1	1	-2.8	14	99	10	0
C=C(C)Cn1c(CN(C)Cc2ccccc2)nc2c1c(=O)n(C)c(=O)n2C	6	-4	-11	1	-9	1.4	-7	117	-7	-4
Cc1cccc(-c2cc(C(=O)Nc3sc(C)c(C)c3C(N)=O)c3ccccc3n2)c1	11	2	-5	2	2	0.6	-3	106	21	-2
O=S(=O)(c1ccccc1)N1CCN(CC2CC3C=CC2C3)CC1 (stereo not drawn)	6	-17	0	0	-1	2.6	-18	98	-7	3
CCOC(=O)CNC(=O)CSc1nnc(C)c(=O)[nH]1	-11	10	6	0	-2	-0.8	4	95	3	3
Cc1oc(-c2ccc3c(c2)OCCO3)cc1C(=O)NCC(=O)O	0	3	4	-1	-2	-2.3	11	98	11	2
CCOC(=O)/C=c1/s/c(=C/c2ccccc2OC)c(=O)n1CC(=O)N1CCOCC1	2	-8	0	2	-1	-2.8	14	121	1	2
COc1ccc(C2C3=C(CCCC3=O)N(CC(=O)O)C3=C2C(=O)CCC3)cc1	-3	-3	-4	1	2	-0.5	2	119	9	3
COc1cccc(OC)c1C(=O)Nc1ccc(N2CCCCC2)cc1	3	-7	-13	-4	3	-1.2	6	104	9	-2
COc1ccc(N2CCN(C(=S)Nc3cc(C)ccc3C)CC2)cc1	0	-14	1	-4	2	-1.2	7	99	3	-3
Cc1cc(C(=O)Nc2cc(S(C)(=O)=O)ccc2Cl)no1	-7	-6	-6	2	0	-2.6	14	100	6	2
CC1=NN(c2ccccc2)C(=O)/C1=C/c1cc(C)n(C2CC2)c1C	-15	14	-8	-12	-1	-4.6	22	107	37	0
CCN(C(=O)c1ccc(Br)cc1)c1ccccc1	-8	18	-2	5	-7	-1.8	9	115	-8	0
CCOc1ccccc1C(=O)Nc1cccc(-c2nnc(-c3ccccc3)o2)c1	-3	14	-1	-3	-5	-2.8	14	100	0	5

In a second layout: four of the compounds above.
mol,PKA-R2B act,HTR5A inv ctr,PKA-R1A act,HTR5A ag ctr,DAGLB inhibitor,OPRM1-OPRD1 ag,MOR-DOR inv ag,DSG3 Ab inh,Arr AP2 block,V-ATPase pHluor
COc1ccc(N2CCN(C(=S)Nc3cc(C)ccc3C)CC2)cc1,0,-14,1,-4,2,-1.2,7,99,3,-3
Cc1cc(C(=O)Nc2cc(S(C)(=O)=O)ccc2Cl)no1,-7,-6,-6,2,0,-2.6,14,100,6,2
CC1=NN(c2ccccc2)C(=O)/C1=C/c1cc(C)n(C2CC2)c1C,-15,14,-8,-12,-1,-4.6,22,107,37,0
CCN(C(=O)c1ccc(Br)cc1)c1ccccc1,-8,18,-2,5,-7,-1.8,9,115,-8,0
